DAX1 inh-1 = DAX1 (NR0B1) inhibitors on StAR promoter, primary screen, cell-based, luminescence, SF-1 (NR5A1), full-length DAX-1. HEK293T StAR-luciferase reporter, SF-1/DAX-1 repression relief. inhibition, % at 6.8 µM. 1.1% of 370,000 active. AID 652010, 2013;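 active means inhibition above the mean over all tested compounds plus 3 SD, cut at about 3.6% in these data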;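 further: 0% = DAX-1 cells with DMSO and 100% = cells lacking DAX-1 with DMSO; higher inhibition means more luminescence from relief of DAX-1 repression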
DAX1 inh-2 = DAX1 (NR0B1) inhibitors, primary screen, cell-based, HEK293, Gal4-DAX1, luciferase luminescence. inhibition, % at 6.75 µM. AID 504766, 2011. Nuclear receptor subfamily 0 group B member 1 (Homo sapiens), P51843. HEK293 Gal4-DAX1 luciferase reporter. 0.99% of 340,000 active;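 active means inhibition above the mean over all tested compounds plus 3 SD, cut at about 4.2% in these data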;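 further: 0% = DAX1-transfected cells with DMSO and 100% = empty-vector control cells with DMSO; inhibition shows as a rise in luminescence from relieved DAX1 repression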
SMARCA2 act = SMARCA2 (BRM) function activators, primary screen, cell-based, luminescence, high throughput | activation, % at 9.1 µM | 1% of 370,000 active | AID 652017, 2013 | MG213 cells, MMTV-luciferase reporter, dexamethasone, overnight; in the data active means activation above about 7.8%;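 further: 0% = vehicle wells and 100% = reference activator wells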
ssDAF12 agonist = S. stercoralis DAF-12 nuclear receptor activators, primary screen, cell-based, luminescence, HEK293, GRIP1 co-expression, lit1-tk-luc | HEK293 ssDAF-12/GRIP1 lit1-tk-luc reporter; % of 3 µM dafachronic acid response | activation, % at 6.8 µM | 1% of 370,000 active | AID 652126, 2013;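 active means activation above the mean over all tested compounds plus 3 SD, cut at about 0.9% in these data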;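 further: 0% = DMSO-only wells and 100% = 3 µM delta7-dafachronic acid wells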
hcDAF-12 act = H. contortus DAF-12 nuclear receptor activators, primary screen, cell-based, luminescence, HEK293, lit1-tk-luc reporter. HEK293 hcDAF-12 lit1-tk-luc reporter; 0% DMSO, 100% Δ7-dafachronic acid. activation, % at 6.8 µM. 1.4% of 370,000 active;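 active means activation above the mean of all tested compounds plus 3 SD, cut at about 5.5% in these data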;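 further: 100% = response to 3 µM Δ7-dafachronic acid high control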
ADAM17 inh = ADAM17 inhibitors, primary screen, biochemical, QFRET; 0.83% of 370,000 active; inhibition, % at 6.95 µM; recombinant ADAM17, EDANS/DABCYL FRET peptide cleavage; Disintegrin and metalloproteinase domain-containing protein 17 (Homo sapiens), P78536;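 active means inhibition above the mean of compounds lying between control limits plus 3 SD, set per campaign, cut at about 8.5% in these data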;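 further: 0% = DMSO-only wells as the low control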
PLCb3 inh = human PLC-beta3 inhibitors, primary screen, biochemical, fluorescence | Purified PLC-beta3, fluorogenic substrate | 0.18% of 370,000 active | inhibition, % at 12.2 µM | 1-phosphatidylinositol 4,5-bisphosphate phosphodiesterase beta-3 (Homo sapiens), Q01970; in the data active means inhibition above about 11%;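 further: 0% = median of compound wells on plate and 100% = full blocker control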
hgDAF-12 ag = H. glycines DAF-12 receptor agonists, primary screen, cell-based, luminescence, HEK293, GAL4 fusion, UAS-luciferase | Nuclear hormone receptor DAF-12 (Heterodera glycines), GAL4 fusion | AID 687014, 2013 | activation, % at 6.8 µM | HEK293 GAL4-hgDAF12 UAS-luciferase reporter, agonist luminescence; normalized to butyrate control | 1.8% of 370,000 active;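 active means activation above a cutoff set at the mean of all screened compounds plus 3 SD, cut at about 10% in these data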;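 further: 0% = DMSO wells and 100% = sodium butyrate wells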
PLC-gamma1 inh = PLC-gamma1 enzyme inhibitors, primary screen, biochemical, fluorescence, purified enzyme; 1-phosphatidylinositol 4,5-bisphosphate phosphodiesterase gamma-1 (Homo sapiens), P19174; 0.84% of 370,000 active; fluorogenic substrate; inhibition, % at 12.2 µM; in the data active means inhibition above about 9.5%
Target sequence (P19174 whole entry, looked up): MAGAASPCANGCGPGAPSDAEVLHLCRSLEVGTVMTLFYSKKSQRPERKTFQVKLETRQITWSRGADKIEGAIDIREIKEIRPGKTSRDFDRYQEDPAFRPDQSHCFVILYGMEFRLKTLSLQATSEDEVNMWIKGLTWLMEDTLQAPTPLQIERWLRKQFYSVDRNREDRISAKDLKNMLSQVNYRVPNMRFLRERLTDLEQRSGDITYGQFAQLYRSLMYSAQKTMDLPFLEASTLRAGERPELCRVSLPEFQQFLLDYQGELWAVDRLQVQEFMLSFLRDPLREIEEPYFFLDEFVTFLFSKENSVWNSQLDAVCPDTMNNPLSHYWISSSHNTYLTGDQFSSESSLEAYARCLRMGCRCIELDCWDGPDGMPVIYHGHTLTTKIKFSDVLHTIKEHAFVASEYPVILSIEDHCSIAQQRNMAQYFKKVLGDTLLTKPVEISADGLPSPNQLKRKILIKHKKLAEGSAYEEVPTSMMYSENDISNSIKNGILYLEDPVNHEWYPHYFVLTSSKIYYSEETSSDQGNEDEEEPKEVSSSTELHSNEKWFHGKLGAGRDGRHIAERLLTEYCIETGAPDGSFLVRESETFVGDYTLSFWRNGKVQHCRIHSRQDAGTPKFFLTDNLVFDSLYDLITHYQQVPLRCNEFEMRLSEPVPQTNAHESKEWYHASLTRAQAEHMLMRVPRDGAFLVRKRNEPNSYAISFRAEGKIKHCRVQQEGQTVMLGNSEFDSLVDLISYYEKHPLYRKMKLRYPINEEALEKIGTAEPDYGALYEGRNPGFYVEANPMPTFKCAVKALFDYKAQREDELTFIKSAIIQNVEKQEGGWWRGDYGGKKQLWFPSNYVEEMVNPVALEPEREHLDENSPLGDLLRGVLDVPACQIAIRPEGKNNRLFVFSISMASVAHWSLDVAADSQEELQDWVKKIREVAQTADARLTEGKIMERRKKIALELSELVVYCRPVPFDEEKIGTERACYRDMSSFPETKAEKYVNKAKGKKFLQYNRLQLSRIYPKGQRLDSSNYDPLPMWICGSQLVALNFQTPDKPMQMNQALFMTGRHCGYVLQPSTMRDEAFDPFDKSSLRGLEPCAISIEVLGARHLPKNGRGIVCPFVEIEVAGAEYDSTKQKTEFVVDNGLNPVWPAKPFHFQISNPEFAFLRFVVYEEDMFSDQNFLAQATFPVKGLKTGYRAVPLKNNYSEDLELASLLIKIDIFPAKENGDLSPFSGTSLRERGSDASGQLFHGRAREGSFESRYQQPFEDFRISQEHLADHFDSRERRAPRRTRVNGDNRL
MBD2 DNA inh = inhibitors of MBD2 binding to methylated DNA, primary screen, biochemical, TR-FRET, DNA-binding domain, human; MBD2 binding to methylated oligonucleotide; AID 686964, 2013; inhibition, % at 4.4 µM; Methyl-CpG-binding domain protein 2 (Homo sapiens), Q9UBB5; 0.31% of 370,000 active; in the data active means inhibition above about 13%
NR1D1 modulator = modulators of Rev-erb alpha DNA binding, primary screen, biochemical, FITC-DNA, fluorescence polarization, uHTS; Nuclear receptor subfamily 1 group D member 1 (Homo sapiens), P20393; Rev-erbα–FITC-DNA binding, 90 min; activity, % at 10 µM; 0.79% of 370,000 active; AID 1259318, 2017;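 active means activity above about 14%, limit read from the data; passing the limit was not always enough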;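 further: 0% = DMSO wells with 35 nM protein and 100% = DMSO wells with 750 nM protein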
Starred values were filed as active, the others as inactive; / = not tested or not shown.

SMILES	DAX1 inh-1	DAX1 inh-2	SMARCA2 act	ssDAF12 agonist	hcDAF-12 act	ADAM17 inh	PLCb3 inh	hgDAF-12 ag	PLC-gamma1 inh	MBD2 DNA inh	NR1D1 modulator
CCN1C(=O)/C(=C/N2CC(C)CC(C)C2)SC1=S (stereo unspecified)	0.2	-0.5	-1	-1.3	1.3	0	1	-1.5	1	0	-2
CCc1nc2c(OCc3cc(Cl)cc(Cl)c3)cccn2c1N(C=O)Cc1ccc(OC)cc1	-2.5	/	-4	-1.3	-2.8	6	-2	-3.5	1	-2	7
O=C(C1CCCN(Cc2cccc(F)c2)C1)N1CCCCC1 (stereo unspecified)	-0.5	0.3	-1	-1.6	-0.4	1	1	-0.7	4	-4	0
CC(N)c1csc(Nc2ccc(C(=O)c3ccccc3)cc2)n1 (stereo unspecified)	-0.4	/	-7	-0.9	-0.9	-4	-126	-0.8	-91	5	4
Cc1ccc(NC(=O)CNC(=O)Cc2cccc3ccccc23)c(O)c1	-1.6	-0.6	0	-0.2	1.3	-6	-4	1.6	2	-4	2
Cc1ccccc1-c1nc(CS(=O)(=O)CC(=O)NCCCN2CCCC2=O)c(C)o1	0.3	-1.1	1	-1.2	0.8	0	2	-2.1	1	-2	-4
CNC(=S)NNC(=O)c1sccc1OCc1ccc(Cl)cc1Cl	0.0	-0.2	-2	-1.0	1.6	-7	0	-1.1	-2	-1	-2
Cc1cccc(OC(=O)c2sc3ncn(C)c(=O)c3c2C)c1	0.3	0.5	2	-1.7	-0.8	-2	-1	3.9	4	0	2
Cc1cccc(-n2c(=S)[nH]c3c(oc4ccccc43)c2=O)c1	0.1	-1.0	-2	-0.5	4.5	-2	0	2.2	-4	1	-1
Cc1cc(NC(=O)c2ccc(Cl)cc2Cl)n(-c2ccccc2)n1	0.5	-0.5	1	-0.8	-1.8	4	0	-0.1	2	-4	-1
Cc1c(-c2ccccc2)[n+](=O)c2c(n1[O-])CCCCC2	0.1	-0.6	-4	-1.4	-1.1	-1	1	1.5	-1	-1	-5
Cc1cc(C(=O)N/N=C/c2cccnc2)cs1	0.1	0.3	-1	-0.6	-0.4	-4	1	2.3	1	3	-2
CCCCCCCCN1C(=O)[C@H](CC(=O)NCc2cccc(C(F)(F)F)c2)C[C@@]2(C(=O)OCC)CCCC=C12	-2.1	/	3	-1.2	-0.2	-1	4	0.1	1	1	1
COc1ccc(CN(C(=O)/C=C/c2ccccc2Cl)C2CCS(=O)(=O)C2)cc1 (stereo unspecified)	-0.3	-1.8	0	-1.5	1.2	2	-1	0.6	5	5	-2
CN(C)CCCN(C(=O)c1ccc(S(=O)(=O)N2CCc3ccccc3C2)cc1)c1nc2ccc(F)cc2s1	0.5	1.5	1	-0.9	-1.4	4	-4	1.3	7	-3	2
Cc1ccc(-n2cc(CNCCCn3cccn3)c(-c3cccc(C)c3)n2)cc1	-0.1	-0.8	-1	-1.3	-1.5	-1	-4	2.7	5	3	-1
CCCCOc1cccc(C2(C(=O)O)CCCC2)c1	-0.2	-1.1	0	-0.8	-0.4	0	-2	2.1	-2	-4	0
O=C(Nc1ccccc1C(=O)N1CCCC1)c1ncoc1-c1cccc(Cl)c1	-0.2	-1.5	1	0.4	2.8	-2	-9	1.0	-4	2	4
Cc1ccc(CNC(=O)Cn2c(=O)c3sccc3n(Cc3ccc([N+](=O)[O-])cc3)c2=O)cc1	0.9	-0.6	-2	-1.0	-1.8	1	1	-1.7	2	0	0
O=[N+]([O-])c1cc(C(F)(F)F)ccc1Sc1ccccn1	0.8	-0.1	2	-1.4	-0.9	-1	-1	0.5	0	3	2
O=C1NC(Cc2ccc(O)cc2)c2nc3ccc(F)cc3c(=O)n2-c2cc(Cl)ccc21 (stereo unspecified)	3.3	-0.5	0	-1.0	-0.9	-1	-2	-0.6	-5	-3	-3
Cn1c(C(=O)NCCN2CCc3ccccc3C2)cc2c(=O)n(C)c3ccccc3c21	-0.3	-1.0	0	-0.3	2.6	-8	-15	-4.0	-11	-6	-12
CCCN1CCC(=O)N([C@H](COc2ccccc2)CC(C)C)CC1	-0.2	1.1	3	-0.7	2.0	-2	2	2.4	1	-5	-3
C/C(=N/NC(=O)CCc1ccccc1)c1ccc2c(c1)OCO2	0.2	1.3	2	-1.5	-1.7	-5	-4	-1.4	-1	-1	5
COc1cc(/C=C2\C=CC(=O)O2)cc(OC)c1	-0.6	-0.4	-2	-1.1	0.8	-6	-69	-1.5	-45	-3	-2

One compound at a time, from the list above:
`CCCCOc1cccc(C2(C(=O)O)CCCC2)c1` is listed as DAX1 inh-1: -0.2; DAX1 inh-2: -1.1; SMARCA2 act: 0; ssDAF12 agonist: -0.8; hcDAF-12 act: -0.4; ADAM17 inh: 0; PLCb3 inh: -2; hgDAF-12 ag: 2.1; PLC-gamma1 inh: -2; MBD2 DNA inh: -4; NR1D1 modulator: 0
`Cc1ccccc1-c1nc(CS(=O)(=O)CC(=O)NCCCN2CCCC2=O)c(C)o1` is listed as DAX1 inh-1: 0.3; DAX1 inh-2: -1.1; SMARCA2 act: 1; ssDAF12 agonist: -1.2; hcDAF-12 act: 0.8; ADAM17 inh: 0; PLCb3 inh: 2; hgDAF-12 ag: -2.1; PLC-gamma1 inh: 1; MBD2 DNA inh: -2; NR1D1 modulator: -4

Results in PLCb3 inh, for 2 of the compounds above:
mol | PLCb3 inh
Cc1ccc(CNC(=O)Cn2c(=O)c3sccc3n(Cc3ccc([N+](=O)[O-])cc3)c2=O)cc1 | 1
CC(N)c1csc(Nc2ccc(C(=O)c3ccccc3)cc2)n1 (stereo unspecified) | -126

The list goes on.
SMILES	DAX1 inh-1	DAX1 inh-2	SMARCA2 act	ssDAF12 agonist	hcDAF-12 act	ADAM17 inh	PLCb3 inh	hgDAF-12 ag	PLC-gamma1 inh	MBD2 DNA inh	NR1D1 modulator
COC(=O)c1ccc(COC(=O)C(NC(=O)Cc2ccccc2)C(C)C)cc1 (stereo unspecified)	-1.6	-0.1	-4	-0.7	-1.3	-4	-8	1.1	-1	-5	-1
CC[C@@H](C)[C@@H]1CN([C@@H](CN2CCC[C@H]2CN2C(N)=NC[C@H]2C(C)C)C(C)C)C(=N)N1CCCC1CCCC1	0.2	-0.2	-2	-1.0	0.9	-3	6	0.1	3	2	3
COc1cccc(-c2ccc(=O)n(CC(=O)Nc3ccc(S(=O)(=O)NCC(C)C)cc3)n2)c1	0.2	/	4	-1.5	-1.2	3	-3	2.5	-6	-7	1
COc1ccc(C(=O)NC(=O)COC(=O)CCS(=O)(=O)c2ccc(C)cc2)cc1	1.7	1.2	-1	-1.1	-0.9	-5	-2	1.8	3	4	-6
COc1ccc(N/N=C(/C(C)=O)N2CCCc3ccccc32)cc1	-0.4	0.9	-2	-1.5	0.2	2	-1	3.8	4	-5	6
Cc1cc2n(n1)C(c1cn(-c3ccccc3)nc1C)Nc1ccccc1-2 (stereo unspecified)	0.4	0.0	2	-1.6	-1.3	-5	-8	0.0	-4	-7	29*
COC(=O)CSc1nc(N)nc(C)c1Br	0.9	-0.8	1	-0.5	0.5	1	2	0.4	2	-4	-1
COc1ccc(-n2c(-c3ccc(OC)c(OC)c3)n[nH]c2=S)cc1	-0.4	-0.3	5	-0.7	-0.5	2	-4	0.2	-1	7	-4
NC(=O)CNC(=O)[C@@H]1CC2(CC(c3ccc(Cl)cc3)=NO2)CN1C(=O)c1ccc(Br)cc1 (stereo partly specified)	0.0	0.7	0	-0.8	-2.0	-4	-3	-2.3	-1	3	-5
O=C(Nc1ccccc1-c1nnn(CC(=O)N2CCc3ccccc3C2)n1)C1CCC1	0.5	-0.4	0	-0.4	-2.1	-1	3	-0.9	2	3	-2
O=C(CNCCC1=CCCCC1)Nc1ccccc1N1CCCCCC1	0.5	-0.4	-5	-1.4	-1.4	1	-11	-0.3	-1	5	6
O=C(NC1CCCCCCC1)c1cccc(Cl)c1	0.9	-0.2	1	-0.8	2.7	-4	-5	4.5	3	-2	6
CN(C)/C=N/C(=S)Nc1ccc(Cl)c(Cl)c1	0.3	0.0	2	-1.0	-1.4	0	0	6.8	0	1	4
O=S1(=O)CCC(NS(=O)(=O)/C=C/c2ccccc2)C1 (stereo unspecified)	-0.3	0.4	0	-1.6	1.2	-6	2	-1.6	-2	-2	-7
CCn1nnnc1SCC(=O)Nc1ccc(F)cc1	0.7	0.1	-1	-0.7	-0.9	4	1	0.4	7	1	3
Cc1oc(C(=O)O)cc1COc1cccc2cccnc12	-0.2	1.7	-2	-1.3	0.3	-5	-7	-0.9	-4	0	-1
Cc1nc(N2CCOCC2)nc(N2CCN(c3ccccc3)CC2)c1[N+](=O)[O-]	-0.6	-0.1	0	-1.1	-0.3	-1	-1	-2.7	2	1	-3
Cc1ccc(-n2c(SCC(=O)Nc3cccc(C)c3)nc3c(oc4ccccc43)c2=O)cc1	0.0	/	-2	-1.0	-0.9	3	4	-2.1	3	0	79*
O=C(COc1cccc2c1CCN(Cc1ccc(Br)cc1)C2=O)NCc1ccco1	-1.0	-1.2	-1	-2.0	-3.3	5	-3	-4.7	4	-6	6
Cc1ccc2oc(=O)c3cnn(CC(=O)NCCN(C)C)c3c2c1	1.0	0.1	-1	-0.8	0.0	0	2	-0.6	4	1	7
CCCCn1c(N)c(N(CCOC)C(=O)c2cccc(N3C(=O)c4ccccc4C3=O)c2)c(=O)[nH]c1=O	0.2	-0.1	-1	-1.1	-0.1	-3	-8	-0.2	-1	1	-3

Taken from above:
Under DAX1 inh-1, Cc1cc2n(n1)C(c1cn(-c3ccccc3)nc1C)Nc1ccccc1-2 (stereo unspecified) has the entry 0.4
Under PLC-gamma1 inh, CCCCn1c(N)c(N(CCOC)C(=O)c2cccc(N3C(=O)c4ccccc4C3=O)c2)c(=O)[nH]c1=O has the entry -1
Under ssDAF12 agonist, COc1ccc(-n2c(-c3ccc(OC)c(OC)c3)n[nH]c2=S)cc1 has the entry -0.7
Under PLC-gamma1 inh, COc1cccc(-c2ccc(=O)n(CC(=O)Nc3ccc(S(=O)(=O)NCC(C)C)cc3)n2)c1 has the entry -6

Source: PubChem
